From PubChem
PRMT1 inh – inhibitors of human PRMT1; AID 652257; recombinant PRMT1, activity-based probe fluorescence polarization; inhibition, % at 2.79 µM; Q99873; actives 1.3% (n = 370,000);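 active = inhibition above about 21% made by adding two undisclosed values, limit read from the data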
Target sequence (Q99873 whole entry, looked up): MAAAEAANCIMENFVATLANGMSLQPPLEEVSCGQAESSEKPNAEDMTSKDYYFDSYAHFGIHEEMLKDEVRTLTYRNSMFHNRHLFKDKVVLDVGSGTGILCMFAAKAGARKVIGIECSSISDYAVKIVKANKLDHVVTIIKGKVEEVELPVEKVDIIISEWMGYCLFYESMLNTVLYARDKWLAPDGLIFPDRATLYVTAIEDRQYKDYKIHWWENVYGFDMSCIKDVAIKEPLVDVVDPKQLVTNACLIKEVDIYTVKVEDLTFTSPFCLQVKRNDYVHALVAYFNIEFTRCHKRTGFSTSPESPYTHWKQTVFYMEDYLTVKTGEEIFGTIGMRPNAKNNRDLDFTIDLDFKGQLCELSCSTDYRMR
UHRF1 MBD2 ctr – human UHRF1 methylated DNA binding inhibitors | Q96T88 | UHRF1 binding to methylated oligo, TR-FRET | inhibition, % at 4.4 µM | actives 0.75% (n = 370,000); in the data active = inhibition above about 21%;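 also: UHRF1 SRA domain binding a hemimethylated CpG hairpin DNA probe; 0% = median of test compound wells and 100% = reference inhibitor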
LEDGF integ inh – blocks HIV-1 LEDGF/p75-dependent DNA integration. TR-FRET IN-LEDGF/p75 DNA integration, Eu/Cy5. inhibition, % at 3.7 µM. actives 0.64% (n = 370,000). AID 743269;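 active = inhibition above the screen-wide mean plus 3 SD, cut at about 13% in these data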;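 also: signal is the Cy5 over europium emission ratio at 671 and 618 nm; 0% = plate median of compound wells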
TCR-CD3 inh – blocks the human TCR-CD3 interaction | TAMRA-labeled TCR probe fluorescence, biochemical | inhibition, % at 9.4 µM | actives 0.37% (n = 360,000); in the data active = inhibition above about 19%;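 also: recombinant mutant TCR 2C K166C tagged with TAMRA read by polarization; 0% = receptor in buffer alone and 100% = receptor with positive control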
mABHD4 FP – ABHD4 (mouse) inhibition, primary FP screen; Q8VD66; purified mABHD4, FP-Rh probe fluorescence polarization; inhibition, % at 8.92 µM; actives 0.54% (n = 370,000);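 active = inhibition exceeding the mean over every tested compound plus 3 SD, cut at about 30% in these data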;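 also: 0% = plate median of compound wells and 100% = S159A mutant with DMSO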
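Assay system: Wild-type mouse ABHD4 protein | Medium: HEPES pH 7.0 buffer, 150 mM NaCl, 0.01% Pluronic F-127 | Incubation: Enzyme–compound pre-incubation 45 min, then probe 60 min, both 25 °C | Technique: Fluorescence polarization with parallel and perpendicular emission, 525/598 nm | Evaluation: % inhibition of FP-Rh probe binding versus controls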
PG9 binder – small molecules binding HIV-1 gp120 antibody PG9; inhibition, % at 6.7 µM; TR-FRET gp120-PG9 antibody binding; actives 0.43% (n = 360,000); in the data active = inhibition above about 8.5%
SIAE primary – human SIAE inhibition, primary screen | SIAE FP-Rh probe binding, fluorescence polarization | inhibition, % at 9.66 µM | actives 0.69% (n = 370,000) | AID 1053197;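 active = inhibition above a cutoff: mean of compounds within the control limits plus 3 SD of those, cut at about 17% in these data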;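 also: 0% = plate median of compound wells and 100% = probe without SIAE protein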
TDP2 inh – TDP2 (human) inhibition, absorbance primary screen; O95551; recombinant TDP2, T5PNP hydrolysis, p-nitrophenol absorbance 415 nm; inhibition, % at 12.8 µM; actives 0.34% (n = 370,000); AID 720702;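 active = inhibition above the mean of all tested compounds plus 3 SD, set per campaign, cut at about 25% in these data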;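 also: 0% = DMSO with enzyme and 100% = buffer with substrate but no TDP2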
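Read-out basis: percent inhibition. System: recombinant human TDP2. Buffer or medium: Mg2+-containing Tris-HCl buffer, pH 7.5. Repeats: single replicate. Timing: reaction 2 h, 37 °C. Benchmarks: high control without enzyme, low control DMSO plus TDP2. Probe or stimulus: 5 mM T5PNP. Doses: 12.8 µM only. Measured by: epi absorbance of p-nitrophenol freed from T5PNP by hydrolysis.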
HTRA1 inh – HTRA1 (human) protease inhibition; AID 504803; actives 0.5% (n = 340,000); recombinant HTRA1, FP-rhodamine activity-based probe, fluorescence polarization; inhibition, % at 5.96 µM; in the data active = inhibition above about 36%;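 also: 0% = enzyme with DMSO and 100% = wells lacking enzyme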
Tn7 DDE FP – disrupts Tn7 cyclic peptide binding to fibrin D-Dimer-E complex. AID 720508. inhibition, % at 8.3 µM. actives 0.13% (n = 370,000). FP displacement of FITC-Tn7 peptide from fibrin DD(E); 0% = median of compound wells per plate;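 active = inhibition above the mean of compounds falling within the control limits plus 3 SD of them, cut at about 14% in these data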;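 also: 0% = plate median of compound wells and 100% = 10 µM Aha-Tn7 peptide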
Target sequence (P02675 whole entry, looked up): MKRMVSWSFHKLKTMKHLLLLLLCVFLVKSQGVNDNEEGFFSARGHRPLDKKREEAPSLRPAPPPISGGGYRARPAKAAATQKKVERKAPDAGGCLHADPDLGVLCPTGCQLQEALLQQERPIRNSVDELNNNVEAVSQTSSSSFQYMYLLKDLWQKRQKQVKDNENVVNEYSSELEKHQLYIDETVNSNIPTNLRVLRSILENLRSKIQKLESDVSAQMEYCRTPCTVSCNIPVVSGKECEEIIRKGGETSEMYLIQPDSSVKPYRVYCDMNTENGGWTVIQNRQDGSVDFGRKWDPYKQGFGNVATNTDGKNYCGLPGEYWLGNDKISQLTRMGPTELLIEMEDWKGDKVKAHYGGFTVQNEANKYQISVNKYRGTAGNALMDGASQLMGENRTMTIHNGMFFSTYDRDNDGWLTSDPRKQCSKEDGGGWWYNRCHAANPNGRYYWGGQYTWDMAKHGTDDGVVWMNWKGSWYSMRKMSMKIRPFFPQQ
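Measure: % inhibition scaled between sample-field median and high-control FP; Test system: human fibrin DD(E); Quantity: 2 µM final DD(E) protein; Doses: one dose, 8.3 µM nominal; Schedule: compound with protein 10 min, then 3 h after probe, room temperature; Detection: fluorescence polarization; Medium: Tris buffer with calcium and detergent, pH 7.8.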
The depositor's hits bear a star; / = not tested or not shown.

TCR-CD3 inh	mABHD4 FP	TDP2 inh	UHRF1 MBD2 ctr	PG9 binder	SIAE primary	Tn7 DDE FP	PRMT1 inh	LEDGF integ inh	HTRA1 inh	compound
-3	-4	-4	2	-3.0	8	2	0	4	-3	C=CCn1nnnc1-c1cccc(Cl)c1
-14	0	3	-1	1.1	3	1	4	-3	-1	Cc1ccc(CN2CCS(=O)(=O)CC2)o1
5	-5	0	-2	-1.2	7	2	-2	-1	-5	S=C(Nc1ccc(Br)cc1)NC1CCCCC1
5	9	2	0	-0.8	9	-2	2	-2	2	COc1ccc(C=NNc2nc3ccccc3s2)cc1
-2	7	12	-2	-0.5	7	-4	1	-1	/	CCOC(=O)C1CCCN(C(=O)c2ccncc2)CC1 (centres undefined)
-2	6	-13	11	0.1	-2	0	2	-6	-1	COc1ccc(N(CC(=O)N2CCN(c3ccccc3F)CC2)S(=O)(=O)c2ccc(C)cc2)cc1
3	4	9	-3	-1.3	-9	0	-1	-1	-1	COc1ccc(COC(=O)c2sc3nc4n(c(=O)c3c2C)CCC4)cc1
-2	0	11	0	0.9	6	5	0	-3	12	O=C(/C=C/c1ccco1)OCn1nnc2ccccc2c1=O
8	5	11	-2	1.7	-4	3	0	-4	7	CC1CCCN(C(=O)Nc2cccc(NC(=O)N3CCCC(C)C3C)c2)C1C (centres undefined)
-5	-20	9	2	-1.2	-36	-10	5	0	-9	COc1cccc(-c2coc3cc4oc(=O)c(CCC(=O)O)c(C)c4cc23)c1
6	-8	-22	1	2.1	-6	-2	-4	-1	-4	Cc1ccc(C(=O)Nc2nnc(-c3cccs3)s2)cc1C
-9	-6	-8	1	-2.9	-6	-3	7	4	-17	Cc1ccc(NC(=O)CS(=O)Cc2nc(-c3ccc(C)cc3)oc2C)cc1 (centres undefined)
6	2	-2	0	-1.8	4	-1	-2	0	-3	COc1ccccc1N1CCN(C(=O)CCc2nnc3ccc(N4CCC(C)CC4)nn23)CC1
1	3	4	0	-1.3	1	-4	-3	-1	7	COc1ccc(OC)c(NC(=O)C2CCCN2S(=O)(=O)c2cccc3nsnc23)c1 (centres undefined)
-4	-13	-3	7	1.0	0	-3	4	-2	3	O=C(NC(=S)N(Cc1ccccc1)c1ccccn1)C1CCCCC1
4	2	3	-3	0.4	1	4	-3	-3	10	COc1ccc(-c2noc(=O)[nH]2)cc1
8	5	-1	-2	-0.9	29*	2	1	-3	-4	O=C(Nc1cccc(-c2csc(Nc3ccc(Cl)cc3)n2)c1)c1cc([N+](=O)[O-])cc(C(F)(F)F)c1
9	-6	-15	-3	-1.0	2	8	3	-1	-1	COc1cccc(C(=O)Nc2nnc(SCC(=O)Nc3ccc(NC(C)=O)cc3)s2)c1
5	2	2	0	-1.7	10	5	-1	0	0	COC(=O)C1=C(C)Nc2c(c(=O)n(C)c(=O)n2C)C1c1cccnc1 (centres undefined)
1	-10	-4	3	1.8	-4	3	17	-2	-5	COc1cccc2cc(C(=O)NCCc3ccccc3)oc12
1	-14	0	1	0.3	-10	-2	0	-1	-31	Cc1cc(NC(=O)c2cc3ccccc3o2)ccc1NC(=O)c1ccccc1
-6	-1	7	-1	-2.1	2	0	-3	3	0	CC(COc1ccccc1)N1CCC(CO)(CCc2ccccc2)CC1 (centres undefined)
2	3	-2	1	2.7	15	5	1	-1	-16	CCCc1ccc(S(=O)(=O)N(C)S(=O)(=O)c2ccc(F)cc2)cc1
5	2	-1	-1	-1.3	0	3	-2	1	3	COc1ccc(CNC(=O)c2ccc(S(=O)(=O)N3CCCC3)cc2)cc1OC
12	2	-4	7	-0.3	-1	4	1	0	/	COC(=O)C1=COC(OC2OC(CO)C(O)C(O)C2O)C2C(C)CC(=O)C12 (centres undefined)
8	0	1	0	0.3	-1	2	-3	-1	3	O=C(COC(=O)[C@@H]1CCCN1S(=O)(=O)c1ccc(Cl)cc1)NCC(F)(F)F
10	0	1	1	-2.0	-4	1	-2	0	-2	COc1ccc(C(=O)CSc2nc(C)cc(C)n2)cc1[N+](=O)[O-]
-6	-1	2	2	-0.9	-5	0	2	-4	-6	COc1ccc2nc(NC(=O)c3ccoc3C)sc2c1
-1	4	2	-2	-0.5	5	-1	-1	-3	-1	CCCCC(C(=O)O)C(C)CC(=O)NNC(=O)c1ccco1 (centres undefined)
-5	1	-7	-1	1.1	4	-3	2	-5	1	CC(NC(=O)COc1ccccc1)C(=O)NCc1ccccc1Cl (centres undefined)
1	3	-5	-2	0.2	1	-7	-1	2	-4	Cc1cccc(-n2cc(C(=O)O)c(=O)cc2C)c1
6	0	2	1	-0.9	0	2	1	-2	-2	Cc1ccccc1N(C(=O)Cc1c[nH]c2ccccc12)C(C(=O)NC1CCCCC1)c1ccco1 (centres undefined)
-1	-1	0	-2	-2.6	-1	-2	-2	0	-2	COc1ccc(NC(=S)N2C3CCC2CC(NC(=O)NC24CC5CC(CC(C5)C2)C4)C3)c(OC)c1 (centres undefined)
-9	0	9	-4	2.4	1	-7	-4	1	6	S=C(NC1CCCCC1)N1CCCCC1
6	1	1	0	0.3	2	5	-5	1	0	O=C(CCS(=O)(=O)Cc1ccccc1F)NCCc1ccc(Cl)cc1
-2	14	9	8	-0.6	-2	-2	-1	1	-8	CCOc1ccc(Br)cc1S(=O)(=O)Nc1ccc(Cl)c(S(=O)(=O)N(C)C)c1
11	6	-3	-4	-0.2	13	-4	11	7	9	Cc1cc(C(=O)CSc2nc(N)cc(N)n2)c(C)n1C1CC1
1	-4	-5	-2	-1.0	6	-1	1	1	1	CC(=O)c1cccc(NC(=O)c2csc(-n3nc(C)cc3C(F)(F)F)n2)c1
0	2	4	0	-1.6	-2	-1	-3	-1	-1	O=C(NCC(=O)N(CCN1CCOCC1)C(C(=O)NC1CCCC1)c1cccs1)c1ccco1 (centres undefined)
5	-8	-5	2	-3.3	-7	-1	-4	1	-26	CCC(Sc1nc(C)cc(=O)[nH]1)C(=O)Nc1nc(-c2ccccc2)cs1 (centres undefined)
7	-10	13	-3	0.6	-4	-2	-1	2	-12	O=C(Nc1cccc(C(=O)Nc2ccc(Cl)cn2)c1)c1ccccc1
2	-4	11	0	-0.6	-7	1	7	0	-23	CN(Cc1ccc(OC(F)F)cc1)C(=O)c1ccccc1Sc1ccccc1C#N
5	2	1	1	-1.1	-9	-6	-2	3	5	CCN(Cc1ccccc1)S(=O)(=O)c1cc(C(=O)O)ccc1OC
2	2	7	-3	-1.7	5	-13	-4	0	0	Cc1ccccc1OCC(=O)N/N=C/c1cccn1C
-1	-4	1	-2	-2.4	-1	3	-2	-2	3	CCOc1ccc(-c2cc(C(=O)NN=C3CCN(C)CC3)[nH]n2)cc1
1	3	-1	1	-4.2	-2	-2	-3	1	5	CC(C)NC(=O)CSc1nnc(-c2ccco2)n1N
-5	-7	15	-1	-1.5	3	-2	-3	-2	0	O=C(CN1CCOCCOCCN(CC(=O)Nc2ccccc2)CCOCC1)Nc1ccccc1
1	-3	-3	-4	-4.0	-3	0	-3	4	-4	O=C1c2cccnc2C(O)N1Cc1cccs1 (centres undefined)
3	-5	-5	0	-1.7	-3	-3	-2	2	4	O=C(Nc1ncc(Cc2cccc(C(F)(F)F)c2)s1)C1CCCO1 (centres undefined)
6	-5	-9	-3	-1.1	4	0	2	0	-17	Cc1cc(C(=O)CSc2nc(N)cc(N)n2)c(C)n1CCc1ccc(F)cc1
0	-7	-1	0	-1.6	2	4	7	-4	/	CC1=C(C(=O)N(C(C)C)C(C)C)CC(CC(=O)NC2CCCC2)C(=O)N1Cc1ccc(F)cc1 (centres undefined)
-4	35*	-2	0	3.9	20*	6	5	-3	43*	COc1cc(-c2nc(-c3ccccc3)c(-c3cccs3)[nH]2)cc(OC)c1O
3	3	-16	-1	-2.4	-4	-8	2	1	-4	COc1ccccc1C(=O)COC(=O)CCNS(=O)(=O)c1ccc(C)c(C)c1
-4	2	5	1	1.3	4	-1	3	4	1	COc1ccc(NC(=O)CCN2CCCC(C)C2)cc1 (centres undefined)
6	2	1	1	-1.7	-2	-10	1	-1	1	Cc1ccc(OCC(=O)NNC(=O)C2CCN(c3nc(C)cc(C)n3)CC2)cc1
7	-14	-5	2	0.5	-7	-5	2	3	-29	O=C(NCc1ccco1)c1ccc(Cl)c(S(=O)(=O)N2CCc3ccccc32)c1
-2	-10	8	-3	-0.9	-6	2	1	-6	-19	CC(C)(C)c1csc(NC(=O)Nc2ccccc2)n1
2	2	14	-1	-1.5	12	-4	1	-2	21	CC(C)(C)c1ccc(NC(=O)COC(=O)c2ccc([N+](=O)[O-])s2)cc1
-4	-6	-11	0	0.0	3	0	0	-2	4	COc1ccc(CCCCCCOCc2ccccc2)cc1
8	1	2	-3	-0.8	4	-3	1	1	-4	CCC(C)C(NS(=O)(=O)c1ccc(C)cc1)C(=O)NCCCN1CCOCC1 (centres undefined)

Profiles, looked up by structure. Order of values: TCR-CD3 inh	mABHD4 FP	TDP2 inh	UHRF1 MBD2 ctr	PG9 binder	SIAE primary	Tn7 DDE FP	PRMT1 inh	LEDGF integ inh	HTRA1 inh
Cc1ccc(NC(=O)CS(=O)Cc2nc(-c3ccc(C)cc3)oc2C)cc1 (centres undefined) is entered as -9	-6	-8	1	-2.9	-6	-3	7	4	-17
COC(=O)C1=COC(OC2OC(CO)C(O)C(O)C2O)C2C(C)CC(=O)C12 (centres undefined) is entered as 12	2	-4	7	-0.3	-1	4	1	0	/

(listing goes on)
TCR-CD3 inh	mABHD4 FP	TDP2 inh	UHRF1 MBD2 ctr	PG9 binder	SIAE primary	Tn7 DDE FP	PRMT1 inh	LEDGF integ inh	HTRA1 inh	compound
-6	0	8	0	-1.1	1	4	5	-4	-1	O=C(NNC(=O)C1[C@H]2CCCC[C@@H]12)Nc1cccc2ccccc12 (some centres undefined)
8	-5	8	-2	0.7	2	0	-2	1	/	C[C@@H]1CN([C@@H](C)CO)C(=O)c2cc(Br)cnc2O[C@@H]1CN(C)C(=O)c1ccc(F)cc1
3	-19	10	-1	-1.7	-29	0	3	-6	-43	COc1ccccc1/C=N/NC(=O)c1ccc(NC(=O)c2ccccc2Br)cc1
1	2	-12	-1	-1.9	7	3	-2	-7	0	Cc1ccc(N2CC(=O)N(CC(=O)O)C2=O)cc1

With a hit mark in SIAE primary, of those listed so far:
TCR-CD3 inh	mABHD4 FP	TDP2 inh	UHRF1 MBD2 ctr	PG9 binder	SIAE primary	Tn7 DDE FP	PRMT1 inh	LEDGF integ inh	HTRA1 inh	compound
8	5	-1	-2	-0.9	29*	2	1	-3	-4	O=C(Nc1cccc(-c2csc(Nc3ccc(Cl)cc3)n2)c1)c1cc([N+](=O)[O-])cc(C(F)(F)F)c1
-4	35*	-2	0	3.9	20*	6	5	-3	43*	COc1cc(-c2nc(-c3ccccc3)c(-c3cccs3)[nH]2)cc(OC)c1O
